Bioassay records from PubChem.
BoNT-A LC inh2: BoNT/A light chain protease inhibitors, primary screen, biochemical, flow cytometry, MLPCN library; inhibition, % at 10 µM; multiplex microsphere protease substrate cleavage; 360,000 tested, 0.17% active; AID 588499, 2011; note: plate controls were buffer without enzyme for full effect and enzyme alone for no effect
Yp Topo-I inh: Yersinia pestis topoisomerase I inhibitors, primary screen, biochemical, cleavage product accumulation, plate reader, single point | DNA topoisomerase I (Yersinia pestis CO92) | Y. pestis Topo-I cleavage product accumulation | activity, % at 10 µM | 360,000 tested, 0.064% active; in the data active = activity above about 50%, passing the limit was not always enough; inconclusive = no clear call, values can overlap the other calls; note: inactives centre near 2
Anthrax LF inh2: Bacillus anthracis LF protease inhibitors, primary screen, biochemical, multiplex microsphere, MLPCN library; AID 588501, 2011; 360,000 tested, 0.12% active; inhibition, % at 10 µM; multiplex microsphere protease cleavage assay; note: plate controls were buffer without enzyme for full effect and enzyme alone for no effect
TcdB inh: TcdB glycohydrolase inhibitors, primary screen, biochemical, single point, plate reader | Toxin B (Clostridioides difficile), P18177 | TcdB glycohydrolase enzymatic assay | inhibition, % at 9.99 µM | 350,000 tested, 0.24% active; in the data active = inhibition above about 10%
Target sequence (P18177 whole entry, looked up): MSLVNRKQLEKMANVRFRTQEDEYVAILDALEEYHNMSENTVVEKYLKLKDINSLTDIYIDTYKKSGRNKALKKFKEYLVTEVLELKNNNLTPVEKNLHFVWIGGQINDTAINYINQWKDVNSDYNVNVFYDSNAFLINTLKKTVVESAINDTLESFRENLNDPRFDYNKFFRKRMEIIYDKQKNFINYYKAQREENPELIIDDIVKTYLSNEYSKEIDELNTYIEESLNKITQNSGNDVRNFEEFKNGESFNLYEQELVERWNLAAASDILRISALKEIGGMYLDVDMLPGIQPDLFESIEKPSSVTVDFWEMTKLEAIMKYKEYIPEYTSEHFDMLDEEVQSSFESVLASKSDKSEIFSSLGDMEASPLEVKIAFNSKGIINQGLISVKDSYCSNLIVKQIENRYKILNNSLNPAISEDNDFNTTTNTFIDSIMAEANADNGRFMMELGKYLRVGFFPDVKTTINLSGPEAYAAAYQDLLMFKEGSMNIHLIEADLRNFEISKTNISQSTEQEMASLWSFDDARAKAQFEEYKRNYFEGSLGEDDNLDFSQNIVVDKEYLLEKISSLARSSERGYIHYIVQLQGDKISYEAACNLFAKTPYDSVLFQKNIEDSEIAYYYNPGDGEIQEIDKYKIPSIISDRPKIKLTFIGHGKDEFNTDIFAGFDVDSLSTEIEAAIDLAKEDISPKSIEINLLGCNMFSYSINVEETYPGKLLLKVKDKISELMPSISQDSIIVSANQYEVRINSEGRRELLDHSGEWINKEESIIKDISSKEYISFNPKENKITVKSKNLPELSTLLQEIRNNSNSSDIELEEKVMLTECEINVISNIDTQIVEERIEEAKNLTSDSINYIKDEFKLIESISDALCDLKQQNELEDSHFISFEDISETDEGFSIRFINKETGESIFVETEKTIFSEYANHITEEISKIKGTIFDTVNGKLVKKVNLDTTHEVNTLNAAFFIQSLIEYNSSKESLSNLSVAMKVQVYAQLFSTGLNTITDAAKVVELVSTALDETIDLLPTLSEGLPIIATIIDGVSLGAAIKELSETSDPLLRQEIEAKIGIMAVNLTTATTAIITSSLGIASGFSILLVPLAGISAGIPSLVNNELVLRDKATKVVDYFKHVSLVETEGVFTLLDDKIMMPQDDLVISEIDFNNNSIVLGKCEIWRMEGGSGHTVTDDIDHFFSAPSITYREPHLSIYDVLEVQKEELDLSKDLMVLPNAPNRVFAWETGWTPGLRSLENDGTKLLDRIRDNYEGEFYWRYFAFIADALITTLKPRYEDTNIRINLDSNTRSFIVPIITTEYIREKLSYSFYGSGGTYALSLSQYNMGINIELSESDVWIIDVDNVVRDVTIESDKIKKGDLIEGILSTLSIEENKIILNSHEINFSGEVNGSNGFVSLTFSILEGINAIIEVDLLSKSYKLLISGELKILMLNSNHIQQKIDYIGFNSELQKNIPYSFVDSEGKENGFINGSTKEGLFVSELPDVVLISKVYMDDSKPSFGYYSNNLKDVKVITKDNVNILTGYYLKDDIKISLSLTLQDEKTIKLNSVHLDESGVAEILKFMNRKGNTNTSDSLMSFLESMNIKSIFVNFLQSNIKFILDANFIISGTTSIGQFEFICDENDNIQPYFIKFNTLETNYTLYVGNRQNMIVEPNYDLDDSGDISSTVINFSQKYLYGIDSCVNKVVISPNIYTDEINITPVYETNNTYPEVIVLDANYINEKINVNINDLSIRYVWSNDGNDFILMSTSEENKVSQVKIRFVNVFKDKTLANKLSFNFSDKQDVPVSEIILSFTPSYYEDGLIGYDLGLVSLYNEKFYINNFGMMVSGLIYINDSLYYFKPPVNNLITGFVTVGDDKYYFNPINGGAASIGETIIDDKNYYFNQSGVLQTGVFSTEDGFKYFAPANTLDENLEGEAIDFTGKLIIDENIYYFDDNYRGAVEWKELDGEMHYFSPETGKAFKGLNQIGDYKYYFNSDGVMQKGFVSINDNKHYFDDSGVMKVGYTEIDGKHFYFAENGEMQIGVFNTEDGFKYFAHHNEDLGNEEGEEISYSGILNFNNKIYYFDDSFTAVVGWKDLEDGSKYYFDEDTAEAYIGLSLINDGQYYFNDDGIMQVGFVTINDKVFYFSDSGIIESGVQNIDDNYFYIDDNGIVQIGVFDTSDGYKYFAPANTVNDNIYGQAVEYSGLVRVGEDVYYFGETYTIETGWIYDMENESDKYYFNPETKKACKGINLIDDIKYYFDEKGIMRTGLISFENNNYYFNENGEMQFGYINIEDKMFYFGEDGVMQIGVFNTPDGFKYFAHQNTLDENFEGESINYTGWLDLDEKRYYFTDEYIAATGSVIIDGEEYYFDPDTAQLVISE
SARS 3CLpro inh: SARS-CoV 3CLpro protease inhibitors, primary screen, biochemical, quenched FRET; AID 1706, 2009; Replicase polyprotein 1ab (Severe acute respiratory syndrome coronavirus), P0C6X7; inhibition, % at 6 µM; recombinant SARS-CoV 3CLpro, quenched FRET peptide cleavage; 290,000 tested, 0.14% active; in the data active = inhibition above about 12%
PrPC TRFRET: inhibitors of human cell surface prion protein PrPC, primary screen, cell-based, TR-FRET; Major prion protein (Homo sapiens), P04156; 370,000 tested, 0.43% active; inhibition, % at 13.8 µM; TR-FRET read-out; in the data active = inhibition above about 24%; note: 0% = median of the test wells and 100% = reference compound wells
BH1578 lux ind: inducers of Vibrio cholerae quorum light production without autoinducers, primary screen, BH1578 luxS cqsA deficient, single point; activation, % at 18.7 µM; V. cholerae BH1578 lux reporter, luminescence, 6 h; AID 588436, 2011; 350,000 tested, 0.16% active; in the data active = activation mostly above about 9.7%, no sharp cut-off; inconclusive = no clear call, values can overlap the other calls; inactive = mostly below about 3.7%; note: not every result past the cut was called active; inactives centre near 0; reference of the scale not given here
PfHsp40 rescue: rescue of yeast from PfHsp40 toxicity, primary screen, S. cerevisiae, ATP luminescence; AID 504582, 2011; S. cerevisiae expressing PfHsp40, growth rescue; 340,000 tested, 0.68% active; growth rescue, % at 12.5 µM; in the data active = growth rescue above about 28%, passing the limit was not always enough; inconclusive = no clear call, values can overlap the other calls;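 note: yeast W303a lacking pdr1 and pdr3 grown in galactose medium; growth measured after three days at 30 °C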
PriA SSB inh: inhibitors of Klebsiella pneumoniae PriA binding to SSB C-terminal tail, primary screen, biochemical, AlphaScreen; PriA–SSB C-terminal tail interaction (Klebsiella pneumoniae); AlphaScreen SSBct-PriA binding, biotinylated peptide; inhibition, % at 33 µM; 430,000 tested, 0.6% active; AID 1272365, 2023; in the data active = inhibition mostly above about 37%, no sharp cut-off; inactive = mostly below about 20%;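 note: plate controls were negative control peptide for no effect and reference peptide for full effect; strong numbers were not always called active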
Active calls of the source: *; i = inactive; u = inconclusive; x = no result given. Cut-off read from the data, not from the text of the source, unless noted: active = inhibition above about 30%; inconclusive = no clear call, values can overlap the other calls; inactive = below that.

entry	structure	Anthrax LF inh2	BoNT-A LC inh2	Yp Topo-I inh	PriA SSB inh	SARS 3CLpro inh	PrPC TRFRET	PfHsp40 rescue	TcdB inh	BH1578 lux ind
1	CC(C)N1C(=O)S/C(=C/c2ccc3c(c2)n(C)c(=O)n3C)C1=O	-2	-0.6	-1	-9	-4	1	0.0	x	-1.2
2	COc1cc(C(CC(=O)N2CCN(c3ccccc3)CC2)c2c(OC)cc(OC)c3ccc(=O)oc23)cc(OC)c1OC (stereo not given)	2	0.4	18	13	x	-5	1.8	0.8	0.7
3	Cc1ccc(NC(=O)COC(=O)CNC(=O)c2ccc(Br)cc2)c(C)c1	4	-0.9	4	-7	-6	8	-0.9	0.5	-0.2
4	Cc1c(/C=N/NC(N)=O)c2ccccn2c1C(=O)c1ccncc1	-4	-0.3	-2	i	-5	-25	0.1	1.6	i
5	Nc1cccc(Cl)c1N1CCOCC1	-2	-1.8	8	-21	1	2	0.4	x	i
6	CC(C)(C)c1cc2ncnc(N3CCCCC3)c2s1	-4	-1.4	11	2	2	x	0.0	x	-8.3
7	COc1ccc(-c2c(N)nnc3c2[nH]c2ccccc23)cc1OC	3	0.6	1	-5	-3	-16	-0.6	x	-0.9
8	COc1ccccc1NC(=S)N=Nc1c(O)[nH]c2ccc(Br)cc12	-2	0.4	-3	-9	-1	-1	-0.2	0.5	-0.3
9	CCOC(=O)N/N=C(\C)c1ccccc1OC(F)F	-1	-0.4	1	x	-5	-6	-1.9	x	-0.2
10	Cc1c(C(=O)N2CCCCC2C)sc2nc3n(c(=O)c12)CCC3 (stereo not given)	-4	-3.0	7	1	-1	7	-0.5	2.8	i
11	CCOC(=O)c1c(C)[nH]c(C(=O)OCc2ccccc2F)c1C	4	-1.4	28	-8	4	12	1.0	0.3	-4.8
12	CC(NC(=O)C(=O)NN=C1CCCCCCC1)c1ccccc1 (stereo not given)	-1	-0.1	3	-19	3	-2	0.1	x	x
13	CSc1ccc(CCNC(=O)C2CCCN(S(=O)(=O)N3CCOCC3)C2)cc1 (stereo not given)	0	-2.7	-5	-4	6	-1	-1.0	-1.0	-0.1
14	O=C(c1ccc(Cl)c(Cl)c1)N1CCC(=O)N(C(COCc2cccc(Cl)c2)Cc2ccccc2)CC1 (stereo not given)	-8	0.6	23	-12	-1	9	0.5	-2.0	-0.9
15	Cc1ccccc1C(=O)NC1CCN(Cc2nnnn2Cc2ccc(F)cc2)CC1	1	0.0	1	-1	-3	0	-0.1	x	-0.3
16	O=C(c1ccccc1)N(Cc1nc2ccccc2c(=O)[nH]1)C1CCCCC1	-3	-0.4	32	-24	2	11	1.6	0.8	0.5
17	COc1ccc(-c2cc(C(=O)Nc3c(C)n(C)n(-c4ccccc4)c3=O)c3ccccc3n2)c(OC)c1	-3	0.3	18	-4	6	-10	0.4	0.1	-0.5
18	Cn1c(SCC#N)nnc1-c1cccnc1	1	0.6	-1	7	-3	6	-0.4	0.3	-0.3
19	CCN(CC(=O)Nc1ccc(OC)cc1)C(=O)c1ccc2c(c1)NC(=O)C(C)S2 (stereo not given)	4	1.7	2	1	x	-3	-0.2	0.7	-27
20	COCCn1c(SCC(=O)Nc2ccc3[nH]c(=O)[nH]c3c2)nc2ccccc2c1=O	5	0.4	-2	-1	4	-2	-0.1	0.0	-0.6
21	CCc1cc(C(=O)N2CCN(C(=O)c3ccco3)CC2)sc1C	x	x	5	2	x	-2	0.4	1.1	i
22	O=C(COC(=O)c1ccccc1NCc1ccco1)Nc1ccc2c(c1)OCO2	-7	0.0	9	-10	2	11	1.5	x	-3.6
23	COc1ccc(-c2csc(-c3[nH]cnc3N)n2)cc1	-1	0.2	8	11	-1	5	-0.1	1.5	-0.3
24	Cc1nc(C(=O)O)cc2c1[nH]c1ccccc12	-14	-0.8	8	-8	x	-1	-1.1	1.0	-0.3
25	COc1ccc(/C=C/C(=O)O)cc1S(=O)(=O)NCc1ccccc1	-6	0.2	9	-4	3	-3	-0.9	0.0	-0.7
26	O=C(c1cc(COc2c(F)cccc2F)on1)N1CCC(c2ccccc2Cl)C1 (stereo not given)	-2	-0.1	u	-38	5	11	1.9	-5.5	-0.3
27	CCOC(=O)c1c2c(n(Cc3ccccc3)c1C)C(=O)C(=O)c1ccccc1-2	18	13	10	23	x	6	-0.6	0.4	i
28	Cc1ccc(C(=O)NNC(=O)c2n[nH]c(=O)c3ccccc23)cc1C	-13	-1.6	4	-3	x	14	-0.9	-0.6	-5.9
29	C=CCn1c(NCc2ccccc2)nc2ccccc21	-7	0.8	-3	7	1	-1	0.1	x	17*
30	O=C1/C(=C/c2cccc(F)c2)CSc2sccc21	-4	0.5	3	-22	1	2	8.7	x	-0.4
31	Cc1cc(C)c2c(CN3CCCCC3C)cc(=O)oc2c1 (stereo not given)	5	-4.8	35	-24	3	-1	-0.1	0.2	-0.4
32	O=C(c1ccc(-n2cncn2)c([N+](=O)[O-])c1)N1CCN(c2cccc(Cl)c2)CC1	0	-3.5	18	3	-2	-12	-1.3	-0.1	-0.2
33	CCN(CC)C(=O)N1CCN(S(=O)(=O)c2ccccc2)CC1	-1	-0.7	14	-10	-3	-6	-1.1	0.6	-0.4
34	COc1ccc(OC)c(-c2cc(C(=O)NC3CCCC3)c3ccccc3n2)c1	2	-0.1	12	-7	3	2	-2.6	1.1	-0.2
35	COc1ccc(O)c(C(=O)CC(=O)c2ccccc2C)c1	-8	-1.4	-10	21	-3	11	314*	1.0	i
36	O=C(CCc1ccccc1Cl)N1CCN(S(=O)(=O)c2ccccc2)CC1	-3	-2.5	26	-11	x	8	1.2	-1.8	i
37	O=C(Nc1nc2ccccc2s1)c1cc2c(s1)-c1ccccc1OC2	-5	-0.5	-10	-9	3	1	2.6	1.0	-0.2
38	COc1cccc(NC(=O)C2CCCN2S(=O)(=O)c2ccc3c(c2)C(C)(C)C(=O)N3C)c1 (stereo not given)	-7	-0.8	-2	0	-1	8	0.8	1.8	-0.2
39	O=C1CCC(C(=O)Nc2cccc(Br)c2)N1 (stereo not given)	5	-0.1	4	-8	-1	2	0.9	1.2	0.3
40	C#CCn1c(=NC(=O)c2ccc(Br)s2)sc2cccc(OC)c21	-4	0.1	-2	-9	-3	30*	-0.1	0.0	-1.6
41	Cc1cc(C)c(C)c(S(=O)(=O)Nc2ccc(O)cc2)c1C	-3	0.2	2	0	-6	0	0.8	x	-0.4
42	Cc1ccc(C)n1NC(=O)c1ccc([N+](=O)[O-])cc1	-14	-0.6	-1	-8	1	-22	-2.5	0.5	i
43	CN=C(Nc1ccc(Cl)cc1)c1cccc(C(F)(F)F)c1	9	-0.6	12	3	-2	9	1.7	x	-0.2
44	CCC1CCCCN1C(=O)NC(=O)c1ccccc1 (stereo not given)	-4	2.4	-1	1	0	7	0.3	0.2	-0.4
45	CCn1c2ccccc2c2cc(NC(=O)COc3ccccc3OC)ccc21	-1	-1.6	6	-2	2	14	1.4	x	i
46	COC1CCN(C(=O)C2CCC(=O)N(C3CCCCCC3)C2)CC1 (stereo not given)	1	0.3	-3	3	-2	-2	3.9	2.0	i
47	CC(=O)Nc1ccc(S(=O)(=O)N2CCN(C(=O)c3ncoc3-c3cccc(F)c3)CC2)cc1	-7	0.2	-7	6	8	3	0.3	0.7	i
48	CCOC(=O)C1(CCOc2ccccc2)CCN(Cc2ccc(COC)o2)CC1	-1	0.1	22	-5	1	7	-0.4	x	-0.5
49	CC(=O)Nc1ccc(Nc2ncc([N+](=O)[O-])c(Nc3ccc(NC(C)=O)cc3)n2)cc1	-2	-0.2	-9	13	4	-23	-1.5	x	-0.2
50	COc1ccc(CNC(=O)c2sc(=O)n(Cc3ccccc3C)c2C)cc1	-3	0.2	-5	x	x	2	x	1.4	-0.5

Looked up one by one from above:
entry	structure	Anthrax LF inh2	BoNT-A LC inh2	Yp Topo-I inh	PriA SSB inh	SARS 3CLpro inh	PrPC TRFRET	PfHsp40 rescue	TcdB inh	BH1578 lux ind
9	CCOC(=O)N/N=C(\C)c1ccccc1OC(F)F	-1	-0.4	1	x	-5	-6	-1.9	x	-0.2
3	Cc1ccc(NC(=O)COC(=O)CNC(=O)c2ccc(Br)cc2)c(C)c1	4	-0.9	4	-7	-6	8	-0.9	0.5	-0.2

Next records:
entry	structure	Anthrax LF inh2	BoNT-A LC inh2	Yp Topo-I inh	PriA SSB inh	SARS 3CLpro inh	PrPC TRFRET	PfHsp40 rescue	TcdB inh	BH1578 lux ind
51	CC(C)(C)NC(=O)C(c1ccccc1F)N(Cc1ccco1)C(=O)c1csnn1 (stereo not given)	-1	-1.0	10	-13	0	-1	1.2	x	i
52	Cc1ccc(C)c(-n2c(SCC(=O)N3CCCC3)nnc2-c2ccccn2)c1	0	0.9	4	-11	5	1	-0.3	x	x
53	COc1ccc(C(C(=O)NC2CCCC2)N(Cc2cccnc2)C(=O)Cc2cccs2)c(OC)c1 (stereo not given)	11	1.1	6	-7	1	-1	-0.4	1.3	-0.3
54	COc1ccc(C(=O)Nc2ccc(NC(=O)C(C)C)nc2)cc1	0	-0.2	0	2	2	-9	0.4	-1.1	-0.4
55	Cc1ccsc1C(=O)C1CCCN(Cc2ccccc2O)C1 (stereo not given)	-3	-0.7	13	-14	0	-2	1.2	1.2	i
56	COCc1ccc(CN2CCCC(CO)(Cc3cccc(OC)c3)C2)o1 (stereo not given)	2	-1.0	0	1	2	-3	-1.8	0.6	i
57	CCN(CC)C(=O)Cn1c(=O)n(-c2ccccc2)c(=O)n1CC(=O)N(CC)CC	2	0.4	13	-9	-2	0	-1.0	1.6	i
58	CCN(CC)C(=S)Nc1ccc(OC)cc1	0	0.1	3	-1	0	-2	2.0	x	-0.3
59	O=c1c2cc3c(cc2[nH]c(=S)n1CCN1CCOCC1)OCO3	-2	-0.2	-5	-5	5	-1	0.3	x	i
60	Cc1nn(C)c(C)c1/C=C1/SC(=S)NC1=O	-6	-0.1	2	5	4	2	0.4	2.0	-0.4
61	COc1cc2c(c(OC)c1OC)CCc1cnoc1-2	-6	-6.0	6	-5	3	1	0.9	-0.7	i
62	O=C(Nc1ccnn1C1CCN(C2CCC2)CC1)c1ccccc1Cl	-2	0.7	3	-4	-1	-10	-0.8	-0.3	-0.2
63	CCOc1ccc(Oc2cc(N)cc([N+](=O)[O-])c2)cc1	-2	0.7	0	16	8	-13	1.1	1.1	-0.1
64	Cn1cccc1C(=O)N1CCN(S(=O)(=O)c2ccccc2)CC1	0	-0.7	10	-2	x	4	-2.5	4.0	-1.9
65	CC1(c2ccco2)NC(=O)NC1=O (stereo not given)	-6	-0.5	0	-19	-2	1	-1.2	x	i
66	CCOc1c(C(=O)CC)cc2c(C)cc(=O)oc2c1C	-4	0.5	4	-12	-3	-3	-1.6	x	-3.0
67	COc1ccc2oc(C(=O)Nc3nnc(C)s3)c(C)c2c1	1	-1.1	-4	1	x	-4	-1.9	0.6	i
68	Cc1ncc(C(=O)O)c(C(=O)O)c1N	-1	-3.2	6	-4	-1	-1	0.0	-0.2	i
69	O=C(C1CCN(c2nnc(N3CCCC3=O)s2)CC1)N1CCN(c2cccc(C(F)(F)F)c2)CC1	-1	2.0	13	-6	4	4	0.0	2.9	-5.6
70	CCc1nnc(NC(=O)Cn2nc(-c3ccccc3OC)ccc2=O)s1	-3	u	-5	-2	-6	-8	-0.8	x	-1.2
71	CCCn1cc(CN2CCC(C(=O)Nc3cccc(-c4cscn4)c3)CC2)c(C)n1	0	0.6	-4	4	3	-13	-0.4	1.1	-0.7
72	O=C(COC(=O)[C@@H]1CCCN1S(=O)(=O)c1ccc(Cl)cc1)NC12CC3CC(CC(C3)C1)C2	-1	0.6	17	11	4	6	-1.7	x	-0.2

A portion of the library; count on the stated rates, not on these rows.
